# Kir21 inh: blocks the mouse Kir2.1 inward-rectifier potassium channel | P35561 | HEK293-Kir2.1, FluxOR thallium flux fluorescence; hits give low values | B-score at 10 µM | 310,000 compounds, 0.85% hits | AID 1672;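 active = fluorescence ratio B-score at or below minus 3 SD of library scores, with starting-brightness B-score within 2 SD, cut at about -4.2 in these data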;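 also: channel flux triggered by added potassium and thallium sulfate stimulus; B-score of peak minus minimum fluorescence over baseline after thallium stimulus; more negative B-score means stronger Kir2.1 block with less thallium influx; some compounds called inactive have numbers as strong as hits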
# Target sequence (P35561 whole entry, looked up): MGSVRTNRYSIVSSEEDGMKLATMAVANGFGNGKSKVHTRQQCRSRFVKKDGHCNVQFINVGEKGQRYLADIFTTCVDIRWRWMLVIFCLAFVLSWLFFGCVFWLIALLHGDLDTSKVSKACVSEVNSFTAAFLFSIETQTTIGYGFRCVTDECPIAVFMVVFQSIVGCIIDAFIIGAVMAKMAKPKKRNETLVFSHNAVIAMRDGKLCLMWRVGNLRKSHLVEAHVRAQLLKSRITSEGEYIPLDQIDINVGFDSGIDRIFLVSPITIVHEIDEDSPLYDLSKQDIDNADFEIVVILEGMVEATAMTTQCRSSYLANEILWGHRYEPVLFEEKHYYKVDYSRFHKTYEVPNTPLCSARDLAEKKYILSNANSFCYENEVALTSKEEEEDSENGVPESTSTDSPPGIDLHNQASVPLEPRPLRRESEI
# CHT inh: inhibitors of human choline transporter CHT; Q9GZV3; CHT-expressing cells, membrane potential dye, choline response; hits give low values; B-score at 10 µM; 310,000 compounds, 0.86% hits; AID 488975;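 active = B-score over 3 SD under the library average, and starting fluorescence ratio not unusually high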;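 also: choline stimulus applied at its EC90 after an EC20 pre-addition; B-score computed on integrated fluorescence ratio after choline addition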
# Target sequence (Q9GZV3 whole entry, looked up): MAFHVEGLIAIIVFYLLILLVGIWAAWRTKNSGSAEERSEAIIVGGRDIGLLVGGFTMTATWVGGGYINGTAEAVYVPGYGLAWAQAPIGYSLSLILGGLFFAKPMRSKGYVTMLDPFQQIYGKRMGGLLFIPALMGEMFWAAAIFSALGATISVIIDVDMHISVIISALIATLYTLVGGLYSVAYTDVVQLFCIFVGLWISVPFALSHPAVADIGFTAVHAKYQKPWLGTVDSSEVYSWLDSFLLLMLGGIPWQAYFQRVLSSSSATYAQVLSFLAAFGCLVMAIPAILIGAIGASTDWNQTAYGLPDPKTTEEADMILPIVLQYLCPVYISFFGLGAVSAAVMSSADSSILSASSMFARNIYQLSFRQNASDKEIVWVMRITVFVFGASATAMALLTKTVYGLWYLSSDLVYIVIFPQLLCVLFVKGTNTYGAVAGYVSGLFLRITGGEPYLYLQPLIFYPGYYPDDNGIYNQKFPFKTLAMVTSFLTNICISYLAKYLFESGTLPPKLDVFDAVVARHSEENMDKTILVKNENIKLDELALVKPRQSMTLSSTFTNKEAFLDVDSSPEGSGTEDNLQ
# Active calls of the source: *; i = inactive; x = not tested or not shown. Not a hit list; overall some 1.6% were active at least once.
Kir21 inh,CHT inh,SMILES
2.4,i,CC1Cc2ccccc2N1C(=O)c1cc2sccc2n1Cc1ccccc1 (stereo not given)
0.3,i,Cc1ccc(CNC(=O)C(NS(=O)(=O)c2cccc3nsnc23)c2ccccc2)cc1 (stereo not given)
1.3,i,COc1cccc(CN2CCNC(=O)C2CC(=O)NCCc2nc(C)c(C)s2)c1OC (stereo not given)
-0.05,i,Cc1cc(C)c[n+](CC(=O)c2ccc(NC(=O)c3ccccc3)cc2)c1
-0.01,i,O=C(Nc1ccc2oc(=O)ccc2c1)c1ccc(-c2ccccc2[N+](=O)[O-])o1
2.9,i,CCC(OC(=O)c1cc2sccc2n1C)C(=O)NCc1ccco1 (stereo not given)
-0.43,i,O=C(COc1ccc(Cl)cc1)Nc1nnc(-c2ccc3c(c2)CCCC3)o1
0.16,i,COC(=O)C(Cc1ccc(O)cc1)NC(=O)C(C)NC(=O)c1ccc(C(C)(C)C)cc1 (stereo not given)
-0.57,i,CS(=O)(=O)N(CC(=O)NC1CCCCCC1)Cc1ccccc1
0.43,i,Clc1ccc(-n2ncc3c(NCCCn4ccnc4)ncnc32)cc1
0.43,i,CCC(c1nnnn1C(C)(C)C)N1CCN(Cc2ccccc2OC)CC1 (stereo not given)
0.1,i,O=C(CSc1nnc(-c2ccccn2)o1)Nc1ccccc1
0.47,i,COCCN(Cc1nc(-c2ccc(C(F)(F)F)cc2)no1)C(C)C
0.46,i,Cc1ccccc1N1CC(C(=O)Nc2nnc(SCc3cccnc3)s2)CC1=O (stereo not given)
-0.53,i,Cc1cccc(Cn2c(N3CCc4ccccc4C3)nc3c2c(=O)[nH]c(=O)n3C)c1
-0.5,i,CC(OC(=O)c1ccc2ccccc2n1)C(=O)c1ccccc1 (stereo not given)
1.2,i,CN(C)C(=O)c1cc(C(=O)c2ccccc2)c[nH]1
1.3,i,O=C(O)c1cc(NC(=O)c2cccc(F)c2)cc(NC(=O)c2cccc(F)c2)c1
0.22,i,CC1(C)CC(NC(=O)c2ccccc2F)CC(C)(C)N1
0.35,i,CN1CCCC2(CCCN(Cc3nc(Cc4cccc(C(F)(F)F)c4)no3)C2)C1 (stereo not given)
0.73,i,O=C1CCCC(=O)C1Sc1ccc(Cl)cc1
0.74,i,Cc1nc(N2CCOCC2)nc(Oc2ccccc2)c1[N+](=O)[O-]
-0.01,i,COc1cc(/C=N\NC(=O)c2sc(N)nc2C)cc(OC)c1OC
-0.57,i,CCOc1ccccc1-c1nn2c(Cc3ccccc3)nnc2s1
-0.67,i,O=[N+]([O-])c1ccc(CSc2nc3ccccc3o2)cc1
0.5,i,COc1c(O)cc2oc(-c3ccc(O)cc3)cc(=O)c2c1O
0.41,i,Cc1ccc(NC2CCCN(C(=O)CCN3CCCCO3)C2)cc1C (stereo not given)
1.7,i,Cc1cc(C)c2c(NC(=S)NC(=O)c3ccccc3)nn(C)c2n1
-1.1,i,O=C(c1ccc(N2CCOCC2)nc1)N1CCOCC1
-0.76,i,CCC1(C)Cc2ccccc2-c2[nH]c(=S)[nH]c(=O)c21 (stereo not given)
0.44,i,CCOC(=O)CNC(=O)c1cnc(Nc2ccccc2OC)c2ccccc12
-0.05,i,COc1cc(/C=N/N(C)C)cc(Br)c1O
2.4,i,O=C(COC(=O)c1cc(Cl)ccc1Cl)NC1CCCC1
0.24,-6.5*,Cc1cc(O)ccc1NS(=O)(=O)c1ccc2c3c(cccc13)C(=O)N2
-1.3,i,O=C1CNC(=O)/C1=C\N1CCN(C(c2ccccc2)c2ccccc2)CC1
-0.04,i,CC(=O)Nc1ccc(/C=N\NC(=O)CNS(=O)(=O)c2ccc([N+](=O)[O-])cc2)cc1
0.74,i,COc1ccc(Oc2nc(OC)cc(OC)n2)cc1
2.7,i,Cc1cc(C)c(S(=O)(=O)Nc2nnc(C3CCCCC3)s2)c(C)c1
-3.1,i,C=CCN1C=CC(=CC=C(C#N)C#N)C=C1
-0.66,i,Cn1c(=O)c2cn3c(c2n(C)c1=O)C(c1ccccc1)CC(c1ccccc1)=N3 (stereo not given)
-0.6,i,CC(Sc1ccccc1)C(=O)Nc1ccccc1C(=O)N1CCOCC1 (stereo not given)
-1.1,i,CCNC(=O)NC(=O)COc1ccccc1C#N
-0.03,i,CCOc1ccc(CNc2ncc(-c3ccccc3)n2C)cc1
-1.7,i,O=C1NC(Cc2ccccc2)C(=O)N1Cc1cc([N+](=O)[O-])cc2c1OCOC2 (stereo not given)
0.07,i,O=C(NNS(=O)(=O)c1cc(Cl)cc(Cl)c1)c1sccc1-n1cccc1
-0.46,i,COCCCNC(=O)COc1ccc2oc3c(c2c1)CCCC3
-0.03,i,Cc1cccc(NC(=O)C2CCC(CNC(=O)[C@@H]3Cc4ccccc4CN3)CC2)c1 (stereo not given in full)
1.1,i,CC(=O)NS(=O)(=O)c1ccc(NC(=O)c2cccc(S(=O)(=O)N3CCc4ccccc43)c2)cc1
-1.1,i,CCOC(=O)CCN1C(=O)c2ccccc2Sc2ncccc21
1.1,i,CNCCC(Oc1ccccc1OC)c1ccccc1 (stereo not given)

# Next entries
Kir21 inh,CHT inh,SMILES
-0.26,i,COc1cc(OC)cc(C(=O)N[C@H](C(=O)OCC(=O)c2ccc3c(c2)NC(=O)CO3)C(C)C)c1
-0.01,i,COc1ccc(-n2cnnc2SCC(=O)Nc2cccc(S(N)(=O)=O)c2)cc1
-1,i,C#CCOCCOCCOCCNc1nc(N2CCOCC2)nc(N2CCN(C(=O)[C@H](Cc3ccc(O)cc3)n3cc([C@@H](N)CC(C)C)nn3)CC2)n1
1.9,i,COC1=CC(=O)C[C@@H](C)[C@]12Oc1c(Cl)c(OC)cc(OC)c1C2=O
-1,i,Cc1ccc(NC(=O)/C(C#N)=C/c2ccsc2)c(C)c1
-1.1,i,COc1ccc(N2CCN(Cc3nc4c(c(=O)[nH]c(=O)n4C)n3CC(C)=O)CC2)cc1
1,i,O=C(Cn1nnc(-c2cccs2)n1)OC1CCCCC1
-1.2,i,CCOc1ccc(NS(=O)(=O)c2cc3c4c(c2)CCN4C(=O)CC3)cc1
-0.03,i,O=C(NCCc1cccnc1)C1CCC(=O)N(CCc2cccc(F)c2)C1 (stereo not given)
-0.83,i,Cc1ccc(S(=O)(=O)N2CCC(C(=O)N3CCC[C@H]3C(=O)NC3CCS(=O)(=O)C3)CC2)cc1 (stereo not given in full)
0.76,i,CSc1nc(C)c(CCOCc2ccc(F)cc2)c(=O)[nH]1
0.01,i,COc1ccc2oc(=O)cc(C)c2c1
-3.4,i,CCOC(=O)C1CCCN(Cc2nc(N)nc(Nc3ccc(Cl)cc3)n2)C1 (stereo not given)
-0.31,i,COc1ccc(C(=O)Nc2ccc(SC(F)F)cc2)cc1
-0.82,i,Oc1ccc(-c2onc3ccc(Cl)cc23)cc1
-0.7,i,COC(=O)[C@H](Cc1c[nH]c2ccccc12)NC(=O)Nc1ccccc1OC
0.51,i,CC(C)CCNC(=O)CCS(=O)(=O)c1cccc2nonc12
1.2,i,Cc1cccc(NC(=S)NC(=O)c2oc3ccccc3c2C)n1
-1,i,Cc1ccc(C(=O)Oc2cc(C)[nH]c(=O)c2[N+](=O)[O-])cc1
0.21,i,COc1cccc(-c2cc(C(=O)N3CCCCC3C)no2)c1 (stereo not given)
1.1,i,NNc1ccc(Cc2ccc(Cl)cc2Cl)nn1
-0.41,i,COc1ccc(OC)c(NC(=O)CS(=O)(=O)Cc2nc(-c3ccccc3C)oc2C)c1
0.69,i,CCCn1nnc(NC(=O)c2ccc(-c3ccccc3)cc2)n1
-0.8,i,Cc1ccnc(NC(=O)c2ccc(Cl)c(NC(=O)c3ccccc3C)c2)c1
-0.1,i,COc1ccccc1-n1c(SCC(=O)Nc2ccc(NC(C)=O)cc2)nc2c([nH]c3ccccc32)c1=O

# Entries listed so far that have fluorine:
Kir21 inh,CHT inh,SMILES
0.47,i,COCCN(Cc1nc(-c2ccc(C(F)(F)F)cc2)no1)C(C)C
1.3,i,O=C(O)c1cc(NC(=O)c2cccc(F)c2)cc(NC(=O)c2cccc(F)c2)c1
0.22,i,CC1(C)CC(NC(=O)c2ccccc2F)CC(C)(C)N1
0.35,i,CN1CCCC2(CCCN(Cc3nc(Cc4cccc(C(F)(F)F)c4)no3)C2)C1 (stereo not given)
-0.03,i,O=C(NCCc1cccnc1)C1CCC(=O)N(CCc2cccc(F)c2)C1 (stereo not given)
0.76,i,CSc1nc(C)c(CCOCc2ccc(F)cc2)c(=O)[nH]1
-0.31,i,COc1ccc(C(=O)Nc2ccc(SC(F)F)cc2)cc1

# Continued.
Kir21 inh,CHT inh,SMILES
-1,i,O=C(Nc1ccccc1C(=O)N1CCOCC1)c1ccco1
-1.9,i,Cc1ccc(S(=O)(=O)N2CN(Cc3ccco3)c3nc4ccccc4nc32)cc1C
-0.36,i,COc1ccc(OCC(=O)N/N=C(/C)Cc2ccccc2)cc1
0.53,i,COc1ccc([N+](=O)[O-])cc1NS(=O)(=O)c1cc(C(=O)O)ccc1OC
-2.4,i,COc1cccc(-c2n[nH]c(=S)n2Cc2ccco2)c1
-0.82,i,Cc1ccc2nc(NC(=O)CSCC(=O)OCC(=O)c3ccc(Br)cc3)sc2c1
0.49,i,COc1cc(OC)cc(N(C(=O)c2snc(C(N)=O)c2N)C(C(=O)NCC2CCCO2)c2ccc(C)o2)c1 (stereo not given)
0.36,i,COC(=O)c1ccc(CC(=O)c2ccc(O)cc2O)o1
-0.03,x,O=C1CC(c2ccccc2)n2nc(NC(=O)c3cccnc3)nc2N1 (stereo not given)
0.91,i,O=C(CN1CCN(c2ccccc2)CC1)Nc1scc2c1c(=O)oc1ccccc12
2.9,i,COc1cc(/C=N/NC(=O)c2cccnc2)cc2c1OCO2
-0.02,i,CCC(c1nnnn1C1CCCC1)N1CCC(C(N)=O)CC1 (stereo not given)
-1,i,Cc1onc(-c2ccccc2Cl)c1C(=O)O/N=C(\N)c1ccccc1
-0.02,i,CC(C)CN(CC(C)C)C(=S)NC1CCCCC1
-1.6,i,S=c1[nH]nc(-c2ccc3ccccc3n2)n1-c1ccccc1
0.52,i,CC(C(=O)Nc1nc2ccccc2s1)n1cc([N+](=O)[O-])cn1 (stereo not given)
-0.04,i,COc1ccc(C)cc1NC(=O)NNC(=O)C1CCC(C(C)(C)C)CC1 (stereo not given)
2.1,i,CCOC(=O)CNS(=O)(=O)c1ccc(C)cc1
1.6,i,CCN(CC)Cc1c(C(=O)N/N=C(\C)c2ccncc2)nnn1-c1nonc1N
0.01,i,S=c1[nH]nc(-c2cc(-c3ccccc3)n[nH]2)n1/N=C/c1ccccc1
0.02,i,CN1CC=C2C(C#N)=C(N)C(C#N)(C#N)C(CCc3ccccc3)C2C1 (stereo not given)
0.02,i,CCSc1nnc(NC(=O)[C@@H](NC(=O)c2ccccc2)C(C)C)s1
0.02,i,NC(=O)C1CCCN(CC(O)COCc2ccc(Cl)cc2)C1 (stereo not given)
0.06,i,O=C(Oc1c(CN2CCOCC2)cc(Cl)c2cccnc12)c1ccccc1Br
-1.2,i,O=C(N/N=C/c1ccco1)c1ccn[nH]1
-1.4,i,Cc1ccc(S(=O)(=O)NCCNc2ccc([N+](=O)[O-])cc2C(F)(F)F)cc1
-2.7,i,O=c1c2ccccc2c(C=Nc2ccc(O)cc2)c(O)n1Cc1ccccc1
-0.41,i,Fc1c(F)c(C(F)(F)F)c(F)c(F)c1N/N=C\c1cccs1
-1.1,i,CCCCc1ccc(Nc2nc(CCC)cc(=O)[nH]2)cc1
0.39,i,O=C(CCNC(=O)Cn1ccc2ccccc2c1=O)NCCCN1CCOCC1
1.1,i,CN(C)C(=O)c1cn(-c2ccccc2)nc1-c1cc2ccccc2oc1=O
1.2,i,CC(=O)Nc1ccc(/C=C(\C#N)C(=O)NCc2ccccc2)cc1
1.2,x,O=C(Nc1ccc(Nc2ccncc2)cc1)c1ccc(Nc2ccnc3ccc([N+](=O)[O-])cc23)cc1
0.98,i,C/C(=N\NC(=O)Cc1ccc(F)cc1)c1ccc(O)cc1
-1.4,i,COc1ccccc1C(=O)C1CCCN(Cc2cccc(OCCO)c2)C1 (stereo not given)
-0.18,i,CSc1ccccc1C(=O)Nc1ncc(C)s1
-0.67,i,O=C(CNC(=O)c1ccc(Oc2ccccc2)cc1)OCc1ccc(Br)cc1
1,i,OCC[C@@H]1C[C@H](O)[C@@H](O)[C@@]2(CCCCO2)O1
0.35,i,Cc1cccc(COc2ccccc2C(=O)NC2CCC(O)CC2)c1 (stereo not given)
1.6,i,CC(C)OC(=O)c1cc(NC(=O)C2C3CCC(O3)C2C(=O)O)cc(C(=O)OC(C)C)c1 (stereo not given)
1.5,i,CC(C)C1NC2(C(=O)c3ccccc3C2=O)C2C(=O)N(c3ccc(F)cc3)C(=O)C12 (stereo not given)
0.99,i,CCOc1ccc(S(=O)(=O)N(CC)CC(=O)NC2CC2)cc1
-0.27,i,CCOC(=O)c1nnc(-c2ccc(C)cc2)nc1Sc1cccc(Cl)c1
0.29,i,COC(CNC(=O)CNC(=S)N(CCCN1CCOCC1)Cc1cccs1)OC

# Four entries from above, with each value named.
CCCCc1ccc(Nc2nc(CCC)cc(=O)[nH]2)cc1
  Kir21 inh = -1.1
  CHT inh = i
O=C(CCNC(=O)Cn1ccc2ccccc2c1=O)NCCCN1CCOCC1
  Kir21 inh = 0.39
  CHT inh = i
CN(C)C(=O)c1cn(-c2ccccc2)nc1-c1cc2ccccc2oc1=O
  Kir21 inh = 1.1
  CHT inh = i
CC(=O)Nc1ccc(/C=C(\C#N)C(=O)NCc2ccccc2)cc1
  Kir21 inh = 1.2
  CHT inh = i

# Compound activity from PubChem BioAssay.
